# Rv3671c protease: Rv3671c (M. tuberculosis) protease inhibition; P9WHR9; actives 0.048% (n = 320,000); inhibition, % at 5.96 µM; in the data active means inhibition above about 38%;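 further: extracellular domain of Rv3671c used as enzyme; 0% = enzyme with DMSO and 100% = no enzyme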
# Target sequence (P9WHR9 whole entry, looked up, the tested form may be a part): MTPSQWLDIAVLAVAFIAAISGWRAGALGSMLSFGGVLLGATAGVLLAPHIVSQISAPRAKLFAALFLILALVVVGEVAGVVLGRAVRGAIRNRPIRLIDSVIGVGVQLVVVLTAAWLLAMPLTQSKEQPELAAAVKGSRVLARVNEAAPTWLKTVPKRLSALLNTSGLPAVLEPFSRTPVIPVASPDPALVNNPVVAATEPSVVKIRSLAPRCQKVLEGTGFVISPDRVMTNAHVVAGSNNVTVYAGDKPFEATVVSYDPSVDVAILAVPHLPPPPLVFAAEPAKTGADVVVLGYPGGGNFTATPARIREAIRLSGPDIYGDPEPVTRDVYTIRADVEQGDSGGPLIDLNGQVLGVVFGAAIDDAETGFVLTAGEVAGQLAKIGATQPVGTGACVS
# BioA inh: inhibitors of Mycobacterium tuberculosis BioA enzyme | purified M. tuberculosis BioA enzyme, plate reader | inhibition, % at 9.99 µM | actives 0.096% (n = 360,000) | AID 602481; in the data active means inhibition above about 40%
# GDH-TPI inh: GDH-TPI coupled enzyme inhibition counter-screen | GDH-TPI coupled enzyme counterscreen, NADH absorbance | inhibition, % at 4.8 µM | actives 1.2% (n = 360,000) | AID 588335; in the data active means inhibition above about 30%;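 further: 0% = DMSO wells and 100% = wells lacking the enzyme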
# DUSP3 inh: DUSP3 (human) phosphatase inhibition. P51452. recombinant VHR phosphatase, pNPP absorbance. inhibition, % at 13.3 µM. actives 0.52% (n = 290,000). AID 1654; in the data active means inhibition above about 50%; further: some compounds called inactive have numbers as strong as hits
# Target sequence (P51452 whole entry, looked up): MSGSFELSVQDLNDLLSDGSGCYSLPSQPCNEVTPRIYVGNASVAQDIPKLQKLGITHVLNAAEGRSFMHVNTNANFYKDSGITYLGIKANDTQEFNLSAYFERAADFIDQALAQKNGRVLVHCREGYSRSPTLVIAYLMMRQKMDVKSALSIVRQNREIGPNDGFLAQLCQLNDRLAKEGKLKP
# BH1578 lux ind: induces V. cholerae light production without autoinducers. AID 588436. activation, % at 18.7 µM. actives 0.16% (n = 350,000). V. cholerae BH1578 lux reporter, luminescence, 6 h; in the data active means activation mostly above about 9.7%, no sharp cut-off; further: not every result past the cut was called active; inactives centre near 0; reference of the scale not given here
# 3CLpro inhibitor: SARS-CoV 3CLpro protease inhibition. P0C6X7. recombinant SARS-CoV 3CLpro, quenched FRET peptide cleavage. inhibition, % at 6 µM. actives 0.14% (n = 290,000); in the data active means inhibition above about 12%
# PriA SSB inh: inhibitors of Klebsiella pneumoniae PriA binding to SSB C-terminal tail; AlphaScreen SSBct-PriA binding, biotinylated peptide; inhibition, % at 33 µM; actives 0.6% (n = 430,000); AID 1272365; in the data active means inhibition mostly above about 37%, no sharp cut-off; inactive means mostly below about 20%;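 further: plate controls were negative control peptide for no effect and reference peptide for full effect; strong numbers were not always called active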
# MazEF act: activators of E. coli MazEF toxin-antitoxin RNase; FAM/BHQ RNA-DNA oligo cleavage fluorescence, 5 h; activation, % at 20 µM; actives 0.32% (n = 350,000); AID 504720; in the data active means activation above about 50%
# Target sequence (P0AE70 whole entry, looked up): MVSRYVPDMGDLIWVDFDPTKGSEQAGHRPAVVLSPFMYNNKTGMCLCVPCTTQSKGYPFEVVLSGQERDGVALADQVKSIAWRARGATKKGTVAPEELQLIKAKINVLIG
# FBA Mtb inh: Mtb fructose-bisphosphate aldolase inhibition | purified M. tuberculosis FBA, fluorescence read-out | actives 2.3% (n = 360,000) | AID 588726 | inhibition, % at 1 µM | P9WQA3; in the data active means inhibition above about 27%;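 further: 0% = vehicle and 100% = reference inhibitor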
# Target sequence (P9WQA3 whole entry, looked up): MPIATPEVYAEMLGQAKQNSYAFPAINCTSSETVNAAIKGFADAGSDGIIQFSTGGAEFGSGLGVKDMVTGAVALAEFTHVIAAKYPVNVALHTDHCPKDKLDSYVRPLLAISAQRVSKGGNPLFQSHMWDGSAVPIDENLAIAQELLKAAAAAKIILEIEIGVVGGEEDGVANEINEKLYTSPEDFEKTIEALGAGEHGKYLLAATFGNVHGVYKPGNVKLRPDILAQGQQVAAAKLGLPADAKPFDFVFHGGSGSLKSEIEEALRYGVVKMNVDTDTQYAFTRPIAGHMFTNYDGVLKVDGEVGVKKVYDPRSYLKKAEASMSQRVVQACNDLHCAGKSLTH
# UGM FP inh: blocks M. tuberculosis UGM enzyme; P9WIQ1; purified UGM, fluorescence polarization probe displacement; inhibition, % at 10 µM; actives 0.06% (n = 320,000); in the data active means inhibition above about 10%, passing the limit was not always enough
# * hit, by the source's call; i = inactive; · = no result given; & = joins results of further samples. The list is partial; count on the stated rates, not on these rows.
SMILES,Rv3671c protease,BioA inh,GDH-TPI inh,DUSP3 inh,BH1578 lux ind,3CLpro inhibitor,PriA SSB inh,MazEF act,FBA Mtb inh,UGM FP inh
Cn1c(=O)n(C)c2cc(S(=O)(=O)NCCOCCO)ccc21,1,-0.9,6,-11,i,-3,12,3,2,3.2
COc1ccc(S(=O)(=O)Cc2ccc(C(=O)N3CCN(Cc4ccccc4)CC3)o2)cc1,-6,5.3,2,-5,-0.5,2,-3,11,2,-0.4
CCOc1ccccc1N1CCN(C(=O)c2cc(-c3cccnc3)nc3c(Cl)cccc23)CC1,4,0.1,-9,10,i,3,-7,0,-1,-0.8
CCOC(=O)C1CCN(S(=O)(=O)c2ccccc2)CC1,3,-2.0,1,21,i,0,-3,2,0,-1.6
COC(=O)/C=C(\C)NC(=O)c1cccs1,-2,-2.4,11,-10,-0.2,-4,-19,1,0,-0.3
Cc1oc2nc(SCC(=O)NCc3cccnc3)nc(N)c2c1C,-4,0.3,-2,10,·,-5,2&-1,-6,0,0.7
CCOC(=O)c1c(NC(=O)CN2CCN(C(=O)c3ccco3)CC2)sc2c1CCCC2,-10,0.2,28,0,i,4,-13,1,-2,-2.0
O=[N+]([O-])c1c(NCCCO)cc(Sc2nc3ccccc3s2)c2nonc12,-24,-2.4,9,2,-0.6,3,-15,114*,-14,4.9
CC(=O)NC(=O)NC(C)Cc1ccccc1 (configuration not stated),4,-1.3,10,-12,i,-1,-7,6,-7,-2.5
CC(C)c1cc(C(=O)N2CCCC(CCC(=O)N3CCN(c4ccccn4)CC3)C2)no1 (configuration not stated),3,0.3,2,23,-2.4,2,-2,1,11,-0.8
S=C(Nc1ccccc1)Nc1ccc(Cl)cc1Cl,-5,0.3,7,-15,i,5,-6,-11,0,-1.8
O=C(O)CCSc1nnc(-c2ccccc2)n1-c1ccccc1,-2,0.6,-7,2,4.0,-2,-11,-1,1,1.3
Cc1nc2ccc(NC(=O)c3ccccc3)cc2c(=O)n1Cc1ccc(F)cc1,·,3.3,8,·,-4.8,·,·,6,0,·
CSc1nc(NC(C)(C)C)nc(Oc2ccc(=O)[nH]n2)n1,-1,-0.8,-15,1,i,1,-15,4,-2,-0.2
Cc1n[nH]c(=O)c2c(NC(=O)COC(=O)/C=C/c3cccc(C(F)(F)F)c3)oc(C)c12,-1,·,-6,·,-0.3,·,2,9,0,-1.4
CCOc1ccc(NC(=O)CSc2nnc(CNC(=O)c3ccco3)o2)cc1,0,·,-2,10,i,2,-1,-4,1,0.7
COc1ccccc1NC(=O)CSc1nc(O)cc(=O)n1-c1ccccc1OC,-3,0.4,7,6,i,2,-7,1,2,2.8
COCCCn1c(SCC(=O)N2CCc3ccccc32)nnc1-c1ccco1,-6,·,-11,0,i,-4,-6,0,0,-0.4
CN(C)C(=O)NC1CCCCCCCCCCC1,2,0.3,-7,21,-0.7,4,-30,7,-2,-0.5
COC(=O)c1ccc(C)c(NC(=O)C(CCSC)NC(=O)c2cc(OC)c(OC)c(OC)c2)c1 (configuration not stated),-10,·,2,-51,i,-3,0,-4,1,-2.0

# Part of the list above, with two lines to a compound:
# Every second line gives: Rv3671c protease	BioA inh	GDH-TPI inh	DUSP3 inh	BH1578 lux ind	3CLpro inhibitor	PriA SSB inh	MazEF act	FBA Mtb inh	UGM FP inh
CSc1nc(NC(C)(C)C)nc(Oc2ccc(=O)[nH]n2)n1
 : -1	-0.8	-15	1	i	1	-15	4	-2	-0.2
Cc1n[nH]c(=O)c2c(NC(=O)COC(=O)/C=C/c3cccc(C(F)(F)F)c3)oc(C)c12
 : -1	·	-6	·	-0.3	·	2	9	0	-1.4
CCOc1ccc(NC(=O)CSc2nnc(CNC(=O)c3ccco3)o2)cc1
 : 0	·	-2	10	i	2	-1	-4	1	0.7
COc1ccccc1NC(=O)CSc1nc(O)cc(=O)n1-c1ccccc1OC
 : -3	0.4	7	6	i	2	-7	1	2	2.8
COCCCn1c(SCC(=O)N2CCc3ccccc32)nnc1-c1ccco1
 : -6	·	-11	0	i	-4	-6	0	0	-0.4

# Further results.
SMILES,Rv3671c protease,BioA inh,GDH-TPI inh,DUSP3 inh,BH1578 lux ind,3CLpro inhibitor,PriA SSB inh,MazEF act,FBA Mtb inh,UGM FP inh
CCC(=O)c1ccccc1OCCCn1cncn1,-7,0.6,7,13,10,4,-4,9,27*,1.8
CCOc1c(C)cc(-c2ncccc2O)cc1C,3&-8,-2.0&2.2,21&3,28&6,i,-1&-6,-3,-3&-3,23&27,1.3&0.7
COc1ccc2ccccc2c1/C=N/O,-5,1.3,-7,-6,-0.4,-1,·,7,-6,-4.0
O=[N+]([O-])c1cc(Cl)c(Cl)cc1Cl,0,-0.9,-3,·,-0.1,·,-16,2,1,-0.3
CC(=NNC(=O)c1ccncc1)c1ccc2ccccc2c1O,·,·,15,·,i,·,-18,-254,-13,·
Cc1c(C(=O)OC(C)C)sc(NC(=O)c2cnccn2)c1C(=O)OC(C)C,·,0.0,16,·,i,·,-12,-16,2,·
Cc1cc(-c2n[nH]c(=S)n2/N=C/c2ccc(Br)s2)n[nH]1,-7,3.1,1,-2,-0.7,2,·,-2,-3,3.4
CN1CCN(C(=O)C2=C[C@H](c3ccccc3)C[C@H](OCc3ccc(CO)cc3)O2)CC1,6,1.8,1,14,0.6,0,-4,-2,3,-2.0
O=P1(Nc2ccc(F)cc2)COc2ccccc2OC1,-7,1.0,8,15,-0.2,0,-1,9,-1,-4.5
COC(=O)c1c(NC(=O)CSc2nc3ccccc3c(=O)n2Cc2ccco2)sc(C)c1C,-11,·,-5,3,-2.1,1,-10,-4,6,3.0
Cc1nc2c(o1)CCc1ccccc1C2O (configuration not stated),-2,-0.7,4,2,-1.4,-2,-8,4,1,0.0
Cc1csc(SCC(=O)NC(=O)c2ccccc2)n1,10,2.5,4,·,i,·,0,-2,-1,-1.8
CCOc1ccccc1NC(=S)NCc1cccn1C,0,·,16,3,-0.8,2,-1,-1,-1,3.2
Cc1cccc(NC(=O)c2cnc3sccn3c2=O)c1C,·,-1.3,14,-15,-0.4,0,·,·,3,·
O=C(CSc1ccccn1)Nc1nc2ccccc2s1,-11,·,15,-8,-0.3,8,-20,5,-3,-0.4
COc1cccc(CNc2nc(NCc3cccs3)nc3ccsc23)c1,·,-3.5,18,·,-0.5,·,·,·,5,·
CCOc1c(CNCc2ccc(C(=O)O)cc2)cccc1OC,10,·,7,12,-0.5,2,-11,-5,-2,-0.1
O=C(CCCC(=O)c1ccc(F)cc1)c1ccc(F)cc1,-20,0.3,-6,22,0.9,0,-23,3,4,0.6
Cc1cccc(N=Nc2c(N)n[nH]c2N)c1,3,-0.7,19,16,1.0,0,12,6,-1,2.3
O=C(c1cc(-c2ccc(Br)cc2)nc2ccccc12)N1CCC1,-14,-0.4,10,·,i,·,7,2,4,-5.0

# Whole records, quoted from the list.
# Results for CCOc1c(C)cc(-c2ncccc2O)cc1C → Rv3671c protease = 3&-8; BioA inh = -2.0&2.2; GDH-TPI inh = 21&3; DUSP3 inh = 28&6; BH1578 lux ind = i; 3CLpro inhibitor = -1&-6; PriA SSB inh = -3; MazEF act = -3&-3; FBA Mtb inh = 23&27; UGM FP inh = 1.3&0.7
# Results for Cc1cccc(NC(=O)c2cnc3sccn3c2=O)c1C → Rv3671c protease = ·; BioA inh = -1.3; GDH-TPI inh = 14; DUSP3 inh = -15; BH1578 lux ind = -0.4; 3CLpro inhibitor = 0; PriA SSB inh = ·; MazEF act = ·; FBA Mtb inh = 3; UGM FP inh = ·

# Pulled by structure from the entries so far, five records:
SMILES,Rv3671c protease,BioA inh,GDH-TPI inh,DUSP3 inh,BH1578 lux ind,3CLpro inhibitor,PriA SSB inh,MazEF act,FBA Mtb inh,UGM FP inh
CCOc1c(C)cc(-c2ncccc2O)cc1C,3&-8,-2.0&2.2,21&3,28&6,i,-1&-6,-3,-3&-3,23&27,1.3&0.7
CC(=NNC(=O)c1ccncc1)c1ccc2ccccc2c1O,·,·,15,·,i,·,-18,-254,-13,·
Cc1csc(SCC(=O)NC(=O)c2ccccc2)n1,10,2.5,4,·,i,·,0,-2,-1,-1.8
COC(=O)c1c(NC(=O)CSc2nc3ccccc3c(=O)n2Cc2ccco2)sc(C)c1C,-11,·,-5,3,-2.1,1,-10,-4,6,3.0
O=C(CSc1ccccn1)Nc1nc2ccccc2s1,-11,·,15,-8,-0.3,8,-20,5,-3,-0.4

# Going on with the list.
SMILES,Rv3671c protease,BioA inh,GDH-TPI inh,DUSP3 inh,BH1578 lux ind,3CLpro inhibitor,PriA SSB inh,MazEF act,FBA Mtb inh,UGM FP inh
Cc1cc(C)c2c(-c3ccc(F)cc3)c(C#N)c(=O)n(C)c2n1,-5,-0.9,13,7,-0.2,3,-6,11,-1,-2.3
CC(C)C[C@@H](CN)NC(=O)c1nc[nH]c1C(=O)N[C@@H](CC(C)C)C(=O)CNC[C@H](C)NC(=O)c1nc[nH]c1C(=O)N[C@@H](CC(=O)O)C(=O)O,·,-0.5,0,·,-0.9,·,6,3,-3,·
COc1ccc(N/N=C(\C#N)C(=N)SCc2ccccc2)cc1,·,·,-5,16,-0.3,1,·,7,-2,·
O=C(CN1C(=O)c2ccccc2S1(=O)=O)Nc1ncccn1,2,1.0,-1,·,i,·,-3&14,2,0,-0.7
CCCC[C@@H]1CNC(=S)N1CCCc1cc(OC)c(OC)c(OC)c1,6,3.2,-1,7,-2.1,-3,3,7,2,1.6
O=C(NCCc1ccccc1)C(=O)NCC1OCCCN1S(=O)(=O)c1ccc(F)cc1 (configuration not stated),2,1.2,-7,10,i,-1,9,1,-1,0.9
Cn1c(C=O)c(-c2ccc3cc[nH]c3c2)c2ccccc21,-6,-1.3,-4,·,-1.4,·,-42,-13,5,0.9
CN(NC1OC(=O)c2ccccc21)c1c([N+](=O)[O-])cc(C(F)(F)F)cc1[N+](=O)[O-] (configuration not stated),9,-0.6,25,10,-0.2,10,-2,-2,-8,2.2
CN(C)CCCNc1nc2cc(-c3ccn[nH]3)sc2c(=O)n1C,·,1.9,-1,·,0.2,·,·,·,2,·
COc1cc(NC(=O)[C@@H](NC(=O)c2ccco2)C(C)C)c(OC)cc1NC(=O)c1ccccc1,0,-0.8,2,12,-0.1,1,-4,8,2,1.5
CCN(CC)c1ccc(-n2c(C)c(C(C)=O)c(C(C)=O)c2C)cc1,3,0.3,3,26,i,-2,5,6,0,-1.4
CCOC(=O)C1=C(Cn2cnc3ccccc32)NC(=O)NC1c1ccc(OC)cc1 (configuration not stated),0,1.2,5,29,-0.3,7,-19,-8,-1,·
O=C1c2cnc3ncnn3c2CC2c3ccccc3CCN12 (configuration not stated),13,·,-3,8,-0.4,6,-21,-13,58*,0.2
O=C(CSc1ccccn1)Nc1nc2c(ccc3ccccc32)s1,-99,·,14,10,-0.3,3,-27,3,1,1.4
Cc1cn([C@H]2C[C@H](O)[C@@H](CNC(=O)[C@@H]3CCCN3Cc3ccccc3)O2)c(=O)[nH]c1=O,·,-0.1,8,·,0.0,·,·,3,1,·
O=C(NCC1(c2ccccc2)CCCC1)C(=O)N1CCOCC1,-5,·,3,22,i,-5,-20,-8,-1,0.9
O=C(Oc1ccc(N(Cc2cccs2)C2=NS(=O)(=O)c3ccccc32)cc1)c1ccccc1,2,-0.1,5,27,1.0,0,-18,0,1,1.1
Cc1ccc(OCC(=O)NC2CCCCCC2)cc1C,-1,-0.1,-1,8,-0.9,-1,-20,6,-4,-1.5
CCOc1ccc(Cl)cc1CSc1n[nH]c(CC)n1,0,-1.6,1,-6,1.4,-2,-9,-5,35*,3.8
O=C(CCN1C(=O)/C(=C/c2ccc3c(c2)OCO3)SC1=S)Nc1ccccc1,1,-1.1,19,5,-3.7,1,-15,3,-1,-0.2
CCC(=O)Nc1ccc(C(=O)NNC(=O)c2cccc(C)c2)cc1,8,1.3,-1,10,1.9,0,-3,5,3,5.1
CN(C)c1ccc(-c2ccnc3c2CC(C)(C(=O)Nc2cccc(OC(F)(F)F)c2)O3)cc1 (configuration not stated),·,-0.8,10,·,-0.8,·,·,·,27,·
C=CCOc1c(Br)cc(CNc2ccc(NC(=O)C(C)C)c(OC)c2)cc1OC,3,-1.3,4,26,-0.7,3,42*,7,1,-0.2
CCCn1c(SCC(=O)NCCc2ccccc2)nnc1C(C)C,1,-1.9,1,25,i,-2,-8,2,1,0.7
